aGlu spleen mod = qHTS Assay for Inhibitors and Activators of Human alpha-Glucosidase From Spleen Homogenate; Potency, µM (highest dose often 79.9 µM), without a hit: at the top dose activity change, negative = inhibition, most hits filed as inhibitors; 0.006% of 240,000 active; human spleen homogenate, 4-MU-alpha-glucoside fluorescence; Lysosomal alpha-glucosidase (Homo sapiens), P10253; AID 2112, 2009;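 also: 0% = enzyme with vehicle and -100% = no enzyme basal signal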
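Human spleen homogenate (1 ug) incubated with compounds and 1 mM 4-methylumbelliferyl-alpha-D-glucopyranoside in pH 5.0 citrate/phosphate buffer, 37 C, 40 min. Stopped at pH 10; 4-MU fluorescence (Ex 365/Em 440 nm); AC50 by Hill fit.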
RGS12 GoLoco inh = qHTS Assay for Inhibitors of RGS12 GoLoco Motif Activity (Red Fluorophore); 0.44% of 230,000 active; Potency, µM (top dose mostly 61.6 µM), inactives show at the highest dose activity, negative = inhibition, most hits filed as inhibitors; Gai1:RGS12 GoLoco peptide FP, rhodamine, 10 min; Guanine nucleotide-binding protein G(i) subunit alpha-1 (Homo sapiens), P63096; AID 880, 2007; active = well fitted inhibition curve with a large enough effect, not every such curve was filed as active; inactive = no such curve, though single readings can be large or run the other way; also: nearly all actives have a fitted effect of over 30% in size; many of its hits are not listed in these tables
Target sequence (P63096 whole entry, looked up): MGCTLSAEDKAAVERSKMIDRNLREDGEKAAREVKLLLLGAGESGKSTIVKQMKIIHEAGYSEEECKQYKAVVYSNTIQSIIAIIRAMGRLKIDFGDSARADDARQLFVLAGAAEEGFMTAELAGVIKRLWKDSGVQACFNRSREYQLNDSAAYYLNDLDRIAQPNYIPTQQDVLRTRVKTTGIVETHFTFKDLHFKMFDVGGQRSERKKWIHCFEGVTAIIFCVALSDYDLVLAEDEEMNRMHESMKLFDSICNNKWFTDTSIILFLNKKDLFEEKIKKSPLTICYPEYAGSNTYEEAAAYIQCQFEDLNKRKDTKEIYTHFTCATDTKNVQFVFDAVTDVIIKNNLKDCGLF
TR SRC2 fluor cs = Total Fluorescence Counterscreen for Inhibitors of the Interaction of Thyroid Hormone Receptor and Steroid Receptor Coregulator 2; TRb/SRC2 Texas Red total fluorescence interference; Potency, µM (titrated, usually from 106 µM), inactives show at the highest dose fluorescence change, negative = quenching; 0.29% of 280,000 active; AID 1479, 2009; active = well fitted curve in either direction with a large enough effect; inconclusive = small, poorly fitted or top-dose-only effect
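Flags fluorescent or light-absorbing compounds by total fluorescence, S + 2P, at 555 nm excitation and 632 nm emission. Mixture: 20 nM Texas Red SRC2 peptide, 0.6 uM human TRb LBD, 1 uM T3, 5% DMSO; compound exposure 5 h at ambient temperature.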
TRb SRC2 PPI = qHTS for Inhibitors of the Interaction of Thyroid Hormone Receptor and Steroid Receptor Coregulator 2; 0.065% of 280,000 active; AID 1469, 2008; TRbeta-SRC2 peptide binding, fluorescence polarization; receptor liganded with 1 µM T3; Thyroid hormone receptor beta (Homo sapiens), P10828; Potency, µM (titrated, usually from 106 µM), inactives show at the highest dose activity change, negative = inhibition, usual class: inhibitors;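 also: plate controls were bound peptide for no effect and peptide without receptor for full effect; nearly all actives have a fitted effect of over 50% in size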
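Fluorescence polarization of 20 nM Texas Red SRC2 peptide (20-aa NR interaction domain) bound to 0.6 uM human TRb ligand-binding domain, with 1 uM T3, after 5 hr at ambient temperature; inhibition seen as decreased polarization.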
GAA glycogen mod = qHTS Assay for Inhibitors and Activators of Human alpha-Glucosidase Cleavage of Glycogen; Lysosomal alpha-glucosidase (Homo sapiens), P10253; recombinant GAA, glycogen substrate, Amplex Red glucose oxidase fluorescence; Potency, µM (highest dose often 76.4 µM), for inactives: at the highest dose activity change, negative = inhibition, actives largely listed as inhibitors; 0.38% of 300,000 active; AID 2100, 2009;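 also: 0% = full enzyme reaction and -100% = no-enzyme basal signal; the screen sought inhibitors and activators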
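Recombinant enzyme (4 nM final) with compounds titrated up to 77 uM and bovine liver glycogen (30 ug) in citrate pH 5.0, 0.01% Tween-20, 37 C 40 min. Released glucose detected by Amplex Red/glucose oxidase (Ex 573/Em 610); AC50 from Hill fits.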
RECQ1 inh = qHTS Assay for Inhibitors of RecQ-Like Dna Helicase 1 (RECQ1); ATP-dependent DNA helicase Q1 (Homo sapiens), P46063; RECQ1 DNA unwinding, red fluorescence kinetic read; Potency, µM (highest dose often 57.3 µM), inactives show at the highest dose activity, negative = inhibition, hits mostly inhibitors; 0.54% of 240,000 active;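 also: plate controls were vehicle for no effect and no enzyme for full effect; nearly all actives have a fitted effect of over 30% in size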
Target sequence (P46063 whole entry, looked up): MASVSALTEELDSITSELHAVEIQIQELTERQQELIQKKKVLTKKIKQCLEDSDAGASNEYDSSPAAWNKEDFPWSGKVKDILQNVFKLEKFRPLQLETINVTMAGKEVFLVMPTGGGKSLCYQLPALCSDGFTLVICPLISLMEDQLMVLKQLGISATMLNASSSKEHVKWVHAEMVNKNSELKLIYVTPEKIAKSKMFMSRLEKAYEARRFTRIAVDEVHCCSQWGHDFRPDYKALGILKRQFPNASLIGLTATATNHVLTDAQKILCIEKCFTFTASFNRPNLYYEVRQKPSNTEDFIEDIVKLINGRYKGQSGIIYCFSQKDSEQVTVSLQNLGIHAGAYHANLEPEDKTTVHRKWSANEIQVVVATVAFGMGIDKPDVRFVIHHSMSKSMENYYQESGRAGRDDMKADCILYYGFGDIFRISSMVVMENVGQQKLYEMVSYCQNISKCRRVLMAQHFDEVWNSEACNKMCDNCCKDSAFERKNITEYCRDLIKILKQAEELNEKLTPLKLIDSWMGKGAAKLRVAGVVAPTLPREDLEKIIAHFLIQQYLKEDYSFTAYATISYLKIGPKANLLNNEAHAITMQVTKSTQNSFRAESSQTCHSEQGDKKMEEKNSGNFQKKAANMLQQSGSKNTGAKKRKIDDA
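RECQ1T1 50 nM; forked duplex (20 bp + 30-nt ss tails) 200 nM, ATP 2 mM final; pH 8.0, 2 mM MgCl2, 2.5 ug/ml poly(dI-dC); 15 min compound preincubation; discontinuous kinetic read over 2 h at RT.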
GAA inhib = qHTS Assay for Inhibitors of Human alpha-Glucosidase as a Potential Chaperone Treatment of Pompe Disease; purified human GAA, 4-MU-alpha-glucoside fluorescence; Potency, µM (highest dose often 76.9 µM), for inactives: at the top dose activity change, negative = inhibition, most hits filed as inhibitors; 0.005% of 200,000 active;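 also: plate controls were uninhibited enzyme wells for no effect and no-enzyme background for full effect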
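Compounds are titrated up to 77 uM against 4 nM human enzyme. Substrate 4-methylumbelliferyl-alpha-D-pyranoside (400 uM) reacts 20 min at room temperature in pH 5.0 buffer; liberated 4-methylumbelliferone is read at 440 nm.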
L3MBTL1 block = qHTS Assay for the Inhibitors of L3MBTL1; Lethal(3)malignant brain tumor-like protein 1 (Homo sapiens), Q9Y468; AlphaScreen L3MBTL1–H3K9me1 peptide binding; Potency, µM (top dose mostly 57.1 µM), without a hit: at the top dose activity, negative = inhibition, hits mostly inhibitors; 0.66% of 230,000 active; also: nearly all actives have a fitted effect of over 60% in size
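L3MBTL1 50 nM + b-AHA-H3(1-15)K9me1 75 nM, 30 min RT; compound added, 30 min RT; streptavidin donor/Ni-chelate acceptor beads 10 ug/mL each final, 30 min RT dark; AlphaScreen read.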
* = called active by the depositor; i = inactive; ? = inconclusive; nt = no result given; [ ] = another dose, or the depositor's remark. Unless noted, calls follow the shape of the dose curve; as a rule, active = well fitted curve in the direction sought with a large enough effect; inconclusive = small, poorly fitted or top-dose-only effect, or another doubt; inactive = no such curve, though single readings can be large; an effect the other way counts as inactive or inconclusive. Unless noted, % is scaled to controls: 0 for no effect and ±100 for the full control effect; potency is read from the fitted curve at half-maximal effect. A portion of the library. The share of hits here may be higher or lower than overall.

1) O=C(CCc1nnc(Cc2c[nH]c3ccccc23)o1)NC(C1CC1)C1CC1
2) COc1ccc(-c2cc(C(=O)n3cnc4ccccc43)c3ccccc3n2)cc1
3) O=C(CN1CCN(CC(=O)c2ccc(F)cc2)CC1)Nc1ccccc1Cl
4) COc1ccc(-c2cc(-c3nnc(COC(=O)CC4CC5CCC4C5)o3)c3ccccc3n2)cc1OC (centres undefined)
5) Cc1cnc(C(=O)OCC(=O)Nc2cccc(S(=O)(=O)N3CCCCC3)c2)cn1
6) CC(=O)c1cn(CCCCCCCn2cc(C(C)=O)c(=O)[nH]c2=O)c(=O)[nH]c1=O
compound no.,1,2,3,4,5,6
aGlu spleen mod,-3%,5%,-15%,3%,-5%,-1%
RGS12 GoLoco inh,8%,8%,7%,15%,3%,2%
TR SRC2 fluor cs,0%,-1%,1%,-8%,5%,0%
TRb SRC2 PPI,-2%,-5%,-1%,1%,2%,4%
GAA glycogen mod,-4%,2%,2%,8%,8%,1%
RECQ1 inh,9%,-17%,i,-3%,-9%,3%
GAA inhib,?,9%,?,0%,-2%,-6%
L3MBTL1 block,-8%,nt,0%,23%,5%,3%

7) NC(=O)C1CCN(C(=O)Nc2csc3ccccc23)CC1
8) CCOC(=O)CSc1nnc(Cc2ccccc2)n1CC1CCCO1 (centres undefined)
9) Cc1ccc(CNC(=O)[C@H](C)[C@H]2C[C@]2(C)[C@H](NC(=O)OCc2ccccc2)c2ccccc2)c(F)c1F
10) Cc1nc(CCNC(=O)Cc2ccccc2)cs1
11) Cc1cc(-c2ccco2)n(-c2ccccc2)n1
12) COc1cc2c(cc1OC)C(c1ccc(N(C)C)cc1)CC(=O)N2 (centres undefined)
compound no.,7,8,9,10,11,12
aGlu spleen mod,2%,-5%,5%,-4%,3%,0%
RGS12 GoLoco inh,7%,-6%,4%,2%,148%[activator],-33%
TR SRC2 fluor cs,0%,0%,-1%,1%,3%,-2%
TRb SRC2 PPI,3%,-13%,9%,-2%,-12%,6%
GAA glycogen mod,7%,1%,nt,9%,-1%,-29%
RECQ1 inh,-5%,7%,8%,-6%,-20%,-16%
GAA inhib,nt,3%,nt,-7%,-11%,0%
L3MBTL1 block,7%,nt,nt,-1%,-1%,nt

13) CCCCSc1nnc(-c2ccc(C)cc2)c2ccccc12
14) Cc1ccc(NC2=NCC(Cc3ccc(Br)cc3)S2)cc1 (centres undefined)
15) CCn1c(SCC(=O)N2CCN(c3ccccc3)CC2)nnc1-c1ccncc1
16) CN(C)c1ccc(/C=N/NC(=O)CN2CCN(c3ccc(F)cc3)CC2)cc1
17) O=C(c1ccccc1NS(=O)(=O)c1cccc([N+](=O)[O-])c1)N1CCOCC1
18) Cc1ccc(N2CC(C(=O)Nc3nnc(SCC(=O)Nc4cc(C)on4)s3)CC2=O)cc1 (centres undefined)
compound no.,13,14,15,16,17,18
aGlu spleen mod,0%,-3%,0%,-3%,-4%,-7%
RGS12 GoLoco inh,5%,11%,-5%,3%,10%,8%
TR SRC2 fluor cs,0%,1%[53 µM],-7%,1%,-2%,-1%[53 µM]
TRb SRC2 PPI,0%,3%[53 µM],-2%,-3%,10%,10%[53 µM]
GAA glycogen mod,-1%,11%,1%,0%,4%,-4%
RECQ1 inh,-4%,-4%,-8%,10%,?,-14%
GAA inhib,4%,0%,3%,12%,6%,3%
L3MBTL1 block,27%,-5%,9%,-5%,5%,14%

19) COc1ccccc1/C=C/C=N/N1CCN(Cc2ccc(Cl)cc2)CC1
20) CCCCc1c(O)nc(SCC(=O)O)[nH]c1=O
21) CN(/N=C/c1ccc(O)cc1O)c1ncc(C(F)(F)F)cc1Cl
22) CCOCCCNC(=O)C1CCN(S(=O)(=O)N2CCCC2)CC1
23) Cc1cc(-c2ccccc2)n(-c2ccc(C(N)=O)cc2)n1
24) O=c1c2ccccc2cnn1Cc1n[nH]c(=S)n1-c1ccc(F)c(Cl)c1
compound no.,19,20,21,22,23,24
aGlu spleen mod,-12%,0%,-8%,-4%,-5%,7%
RGS12 GoLoco inh,-1%,-2%,-1%,2%,10%,-8%
TR SRC2 fluor cs,-1%,-2%,1%,0%,0%,1%
TRb SRC2 PPI,-13%,-4%,-3%,-7%,-7%,-6%
GAA glycogen mod,-4%,-10%,-9%,-4%,-11%,9%
RECQ1 inh,-7%,-2%,-5%,-14%,14%,i
GAA inhib,-2%,-2%,nt,3%,1%,-2%
L3MBTL1 block,-27%,4%,-26%,nt,-6%,-8%

25) Clc1ccc(-c2nnc3n2CCCCC3)cc1
26) O=C(COC(=O)CNC(=O)C1CCCCC1)Nc1ccc2ccccc2c1
27) Fc1c(F)c(F)c(CSc2nc3ccccc3[nH]2)c(F)c1F
28) COc1cccc([C@@H]2Oc3ccc(OC)cc3C[C@H]2OC(=O)NCc2ccco2)c1
29) O=C(c1ccc(Cl)s1)N1CCN(c2ccccc2)CC1
30) Cc1occc(=O)c1OC(=O)Nc1ccccc1
compound no.,25,26,27,28,29,30
aGlu spleen mod,2%,?,11%,-4%,-7%,0%
RGS12 GoLoco inh,2%,2%,8%,-1%,12%,7%
TR SRC2 fluor cs,3%,-3%,-3%,-1%,-3%,0%
TRb SRC2 PPI,-12%,-18%,-4%,9%,0%,-2%
GAA glycogen mod,12%,2%,-3%,nt,4%,-6%
RECQ1 inh,7%,-17%,-7%,-4%,i,i
GAA inhib,-6%,-18%,-10%,nt,1%,-4%
L3MBTL1 block,nt,nt,-3%[11.4 µM],nt,-11%,nt

Four compounds picked at random from the list so far:
29) O=C(c1ccc(Cl)s1)N1CCN(c2ccccc2)CC1
28) COc1cccc([C@@H]2Oc3ccc(OC)cc3C[C@H]2OC(=O)NCc2ccco2)c1
30) Cc1occc(=O)c1OC(=O)Nc1ccccc1
26) O=C(COC(=O)CNC(=O)C1CCCCC1)Nc1ccc2ccccc2c1
compound no.,29,28,30,26
aGlu spleen mod,-7%,-4%,0%,?
RGS12 GoLoco inh,12%,-1%,7%,2%
TR SRC2 fluor cs,-3%,-1%,0%,-3%
TRb SRC2 PPI,0%,9%,-2%,-18%
GAA glycogen mod,4%,nt,-6%,2%
RECQ1 inh,i,-4%,i,-17%
GAA inhib,1%,nt,-4%,-18%
L3MBTL1 block,-11%,nt,nt,nt

Other results follow:
31) COc1ccc(C2=NOC(C(=O)N(C)Cc3ccccc3)C2)cc1 (centres undefined)
32) CCOc1ccc(NC(=S)N=Nc2c(O)[nH]c3ccccc23)cc1
33) O=C(C1CCN(S(=O)(=O)c2ccccc2F)CC1)N1CCc2ccccc2C1
34) CCC(C)C1C(C#N)=C(N)Oc2n[nH]c(C)c21 (centres undefined)
35) Cc1ccc([N+](=O)[O-])cc1NC(=O)c1ccccc1
36) CCC1(CC)Cc2ccccc2C(CC(=O)N2CCOCC2)=N1
compound no.,31,32,33,34,35,36
aGlu spleen mod,8%,0%,8%,3%,0%,-2%
RGS12 GoLoco inh,-5%,8%,8%,-8%,8%,-21%
TR SRC2 fluor cs,-1%,-2%,-2%,2%,-7%,3%
TRb SRC2 PPI,1%,-6%,-1%,3%,-2%,3%
GAA glycogen mod,2%,-12%,-14%,-3%,6%,-4%
RECQ1 inh,-4%,-3%,4%,i,-7%,i
GAA inhib,1%,-8%,?,2%,5%,-1%
L3MBTL1 block,nt,-27%,-6%,0%,-14%,nt

37) Cc1ccc(C)c(OCC(=O)Nn2c(C)nc3ccccc3c2=O)c1
38) O=C(N/N=C/c1c[nH]c2ccccc12)c1ccn(Cc2ccc(Cl)cc2Cl)n1
39) O=C(CSc1nc2ccccc2c(=O)n1-c1ccccc1)NCc1ccco1
40) Cc1ccnc(-n2c(C)cc(/C=N/NC(=O)COc3cccc4cccnc34)c2C)c1
41) CCN1CCN(C(c2ccc(F)cc2)c2nnnn2Cc2cccs2)CC1 (centres undefined)
42) O=C(Nc1ccccc1)Nc1nncs1
compound no.,37,38,39,40,41,42
aGlu spleen mod,?,3%,0%,1%,?,3%
RGS12 GoLoco inh,-8%,-8%,-3%,1%,1%,-4%
TR SRC2 fluor cs,1%,-2%,3%,0%,2%,-3%
TRb SRC2 PPI,-9%,-18%,8%,0%,-15%,1%
GAA glycogen mod,-1%,9%,-6%,-2%,-3%,5%
RECQ1 inh,i,-1%,-8%,11%,11%,4%
GAA inhib,-5%,?,-3%,nt,1%,2%
L3MBTL1 block,3%,-2%,-16%,nt,-4%,11%

43) CCC12CN(C(=O)c3ccc([N+](=O)[O-])cc3)CC(CC)(CN(C(=O)c3ccc([N+](=O)[O-])cc3)C1)C2=O
44) O=S(=O)(Nc1ccccc1)c1ccc(-c2csnn2)cc1
45) C1CN(CC2CCN(c3nc4nonc4nc3N3CCSCC3)CC2)CCO1
46) N#Cc1c(SCc2ccc(Cl)cc2)sc(C(=O)c2ccccc2)c1N
47) COc1ccc(-c2cc(-c3cccs3)c(C#N)c(SCC(=O)NCc3ccco3)n2)cc1
48) O=C(c1ccc(-c2ccccc2)cc1)C1CCCN(C(=O)c2cncs2)C1 (centres undefined)
compound no.,43,44,45,46,47,48
aGlu spleen mod,2%,0%,3%,-1%,-5%,-1%
RGS12 GoLoco inh,-1%,3%,9%,9%,6%,7%
TR SRC2 fluor cs,0%,-2%,-1%,2%,-1%,-1%
TRb SRC2 PPI,10%,-4%,8%,5%,-4%,11%
GAA glycogen mod,-6%,-3%,15%,-9%,-7%,-4%
RECQ1 inh,-7%,-12%,2%,-13%,-15%,i
GAA inhib,nt,-3%,-1%,?,11%,-8%
L3MBTL1 block,nt,6%,-2%,15%,-9%,-15%

From PubChem
